All columns: NCI-60 one-dose screen, growth in % after 48 h at 10 µM unless noted; 100 = growth as untreated, 0 = no growth, -100 = all killed.
CAKI-1 = CAKI-1 renal cancer. 75,000 tested, 4.7% active
786-0 = 786-0 renal cancer cells. 81,000 tested, 5.1% active. AID 1794775
TK-10 = TK-10 renal cancer cells; 81,000 tested, 3.9% active; AID 1794769
IGROV1 = IGROV1 ovarian cancer; AID 1794786; 79,000 tested, 4.7% active
ACHN = ACHN renal cancer; 81,000 tested, 4.9% active
SN12C = SN12C renal cancer cells | 81,000 tested, 3.8% active
NCI/ADR-RES = NCI/ADR-RES ovarian cells; 81,000 tested, 4.4% active
UO-31 = UO-31 renal cancer; 81,000 tested, 5.2% active
* hit, by the source's call; x = not tested or not shown; & = joins results of further samples. Rule for the calls: active = growth percent below 10; inactive = the rest. Outcome played no part in choosing rows. Share with any hit: about 9.3%.

| Structure | SN12C | NCI/ADR-RES | ACHN | IGROV1 | TK-10 | UO-31 | 786-0 | CAKI-1 |
| --- | --- | --- | --- | --- | --- | --- | --- | --- |
| CCc1cc(CC)c(C(=O)O)c(CC)c1 | 102 | 106 | 104 | 106 | 98 | 95 | 98 | 97 |
| Nc1ccccc1-n1cnc2ccccc2c1=O | 102 | 101 | 98 | x | 102 | 82 | 97 | 92 |
| CC(CN(C)C)CN1c2ccccc2CCc2ccccc21 (configuration not stated) | 74 | 76 | x | 62 | 87 | 39 | 64 | 71 |
| CN1CCN(CC(=O)Nc2nc(-c3cccc(NS(=O)(=O)c4cccc5c(N(C)C)cccc45)c3)cs2)CC1 | 70 | 87 | 82 | 87 | 100 | 58 | 80 | 68 |
| Nc1c(S(=O)(=O)O)cc2c3c(cccc13)C(=O)OC2=O | 99 | 94 | 95 | 64 | 127 | 87 | 102 | 80 |
| CCCCCCCCCCCCCCCCCCCCBr | 112 | 108 | 105 | 114 | 120 | 85 | 106 | 105 |
| COc1cccc(C(=O)N2CCc3ccccc32)c1OC | 94 | 92 | 93 | 101 | 95 | 59 | 105 | 88 |
| CCn1c(Cc2ccccc2Nc2c(Cl)cccc2Cl)nnc1SCC(=O)Nc1ccc(Cl)cc1 | 76 | 72 | 37 | 77 | 65 | 50 | 88 | 48 |
| Cn1cc(/C=C2\SC(=S)N(N3CCOCC3)C2=O)c2ccccc21 | 98 | 95 | 99 | 92 | 99 | 76 | 101 | 86 |
| c1ccc(CNc2nc3ccccc3n3c2nc2ccccc23)cc1 | 97 | 98 | 96 | 90 | 100 | 88 | 102 | 85 |
| CCC1(C)CCC(C)(CC)c2c1cc([N+](=O)[O-])c(C)c2[N+](=O)[O-] (configuration not stated) | 107 | 97 | 101 | 110 | 111 | 96 | x | 85 |
| CCCCCCCCCCCCCCCCCCOP(=O)([O-])OC1CC[N+](C)(C)CC1 | 25&20 | 55&74 | 24&29 | -62* | -94* | -40* | -55* | -43* |
| COc1ccc(OC)c(/C=N/NC(=O)c2ccc3nc(-c4ccc(Cl)cc4)[nH]c3c2)c1 | x | 89 | 47 | 92 | 89 | 68 | 73 | 62 |
| COc1ccc2nc(-c3nc(-c4ccccc4F)n4ccccc34)[nH]c2c1 | 93 | 76 | 92 | 95 | 111 | 74 | 105 | 78 |
| O=C1C=CC(=O)N1Cc1ccccc1 | 107 | 100 | 108 | 109 | 98 | 94 | 101 | 98 |
| C/C=C(\C)C(=O)O[C@@H]1C2CC3=C4CC(=O)O[C@@H](c5ccoc5)[C@]4(C)CC[C@@H]3[C@@](C)(C2=O)[C@@H](CC(=O)OC)C1(C)C | 95 | 91 | 98 | 94 | 94 | 91 | 86 | 92 |
| CNC(=O)Cn1nnc(C(=O)OC)c1COc1ccccc1 | 101 | 100 | 106 | 108 | 84 | 86 | 102 | 95 |
| CC1(C)NCCC[C@]2(C)[C@H]3CC[C@@H]4[C@H]5[C@H](C(=O)/C=C/c6ccccn6)CC[C@]5(CO)CC[C@@]4(C)[C@]3(C)CC[C@@H]12 | 62 | 77 | 73 | 63 | 176 | 67 | 85 | 33 |
| COc1ccccc1C(c1ccccc1)C(c1ccccc1)(c1ccccc1)c1ccccc1 (configuration not stated) | 102 | 102 | 92 | 89 | 93 | 85 | 90 | 71 |
| CCC(=O)c1ccc(OC)c(OC)c1OCc1ccccc1 | 102 | 99 | 99 | 115 | 109 | 77 | 104 | 96 |
| CC(C)(CC(C)(N)C(=O)O)OCc1ccccc1 (configuration not stated) | 101 | 100 | 104 | 105 | 87 | 90 | 97 | x |
| C#CC#CC#CC#CC#CC#CC#CC#CCC1OC[C@H](COC(=O)O[C@@H](C(=O)O[C@H]2C[C@@]3(O)[C@@H](OC(=O)c4ccccc4)[C@@H]4[C@]5(OC(C)=O)CO[C@@H]5C[C@H](O)[C@@]4(C)C(=O)[C@H](OC(C)=O)C(=C2C)C3(C)C)[C@@H](NC(=O)c2ccccc2)c2ccccc2)O1 (some centres not stated) | 31 | 106 | 70 | 33 | 85 | 95 | 49 | 60 |
| CC1=C/C(=N/NC(N)=O)CC(C)(C)C1 | 103 | 100 | 112 | 107 | 109 | 95 | 103 | 102 |
| O=C1C2=C(CCCC2)C(=O)c2ccccc21 | 104 | 97 | 106 | 102 | 104 | 93 | 97 | 102 |
| O=C(c1ccc(OCCN2CCCCC2)cc1)c1c(-c2ccc(OS(=O)(=O)c3ccc(C(F)(F)F)cc3)cc2)sc2cc(OS(=O)(=O)c3ccc(C(F)(F)F)cc3)ccc12 | 89 | 103 | 104 | 92 | 92 | 68 | 80 | 88 |
| CN(C)C(=S)NN=C(c1ccccn1)c1ccccn1 | 29 | 20 | 17 | 16 | 6.0* | 21 | 15 | 30 |
| CCn1c(-c2ccc(Br)cc2)cc(-c2cccn2C)c(C#N)c1=O | 96 | 103 | 99 | 98 | 165 | 84 | 89 | 81 |
| NC(=O)c1cccc(-n2ccc3cc(NC(=O)c4ccccc4)ccc32)n1 | 37 | 90 | 56 | 43 | 95 | 92 | 82 | 81 |
| O=C(Nc1ccccc1OC(=O)c1ccccc1)c1ccccc1 | 70 | 88 | 99 | 91 | 101 | 77 | 96 | 92 |
| CCOC(=O)/C(=C/CC/C(C)=C/CC/C(C)=C/CCc1ccoc1)CC(=O)N1CCCCC1 | 47 | 51 | 55 | 78 | 64 | 25 | 86 | 61 |
| Cc1ccc(S(=O)(=O)Oc2ccc(Cl)c(C)c2)cc1 | 131 | 108 | 105 | 98 | 103 | 86 | 85 | 86 |
| Cc1ccc(-c2nc3cnccn3c2NC2CCCCC2)o1 | 97 | 99 | 103 | 100 | 101 | 88 | 105 | 86 |
| Cc1ccc(-c2nc(C(=O)O)c(Sc3ccc(Cl)cc3)o2)cc1 | 96 | 106 | 105 | 106 | 99 | 91 | 98 | 91 |
| COc1cc(/C=N/NC(=S)NNC(=S)NCc2ccccc2)cc(OC)c1OC | 93 | 102 | 96 | 92 | 103 | 74 | 99 | 84 |
| CCN(CC)CCCC(Nc1c2ccc(Cl)cc2nc2ccc(OC)cc12)c1ccncc1 (configuration not stated) | 64 | 81 | 57 | 76 | 82 | 54 | 63 | 90 |
| Cc1nn(-c2ccc(Cl)cc2)c2c1C(c1ccc([N+](=O)[O-])cc1)C(C#N)=C(N)O2 (configuration not stated) | 98 | 98 | 93 | 90 | 149 | 74 | 104 | 86 |
| Cc1cc(C)[nH]c(=S)n1 | 98 | 101 | 99 | 106 | 104 | 95 | 99 | 96 |
| CC(=O)/C(=C/n1c(=S)[nH]c2ccc([N+](=O)[O-])cc21)C(=O)Nc1ccc([N+](=O)[O-])cc1 | 106 | 97 | 82 | 98 | 104 | 76 | 91 | 96 |
| CCc1ccnc(NCc2cn(-c3ccc(C(=O)O)cc3)nc2-c2ccc(C(=O)O)cc2)c1 | 95 | 103 | 103 | 111 | 98 | 93 | 102 | 95 |
| C/C(=N\OC(=O)Nc1cccc(Cl)c1)c1ccccc1 | 95 | 108 | 101 | 115 | 109 | 83 | 99 | 106 |
| CN(C)c1ncnc2c1ncn2-c1ccccc1 | 102 | 111 | 106 | 119 | 106 | 111 | 99 | 103 |
| O=C1Nc2ccccc2[C@]12CC(c1ccccc1)=NN2 | 60 | 45 | 54 | 33 | 80 | 50 | 51 | 39 |
| O=[N+]([O-])c1ccc(N=Nc2c(Cl)c(O)c3ccccc3c2O)nc1 | 99 | 93 | 83 | 80 | 88 | 70 | 118 | 98 |
| CN(C)c1ccc(/C=C/c2c(F)cccc2Cl)cn1 | 75&87 | 90&81 | 75&78 | 39&42 | 116&106 | 40&54 | 91&105 | 79 |
| CCSc1nc(=S)cc(C)[nH]1 | 103 | 131 | 103 | 108 | 105 | 113 | 101 | 75 |
| Cc1nnc(/N=C2\NC(=O)/C(=C/c3ccc(Cl)c(Cl)c3)S2)s1 | 102 | 103 | 98 | 105 | 98 | 89 | 97 | x |
| Brc1ccc(C2c3[nH]c4ccccc4c3C(c3ccc(Br)cc3)c3c2[nH]c2ccccc32)cc1 (configuration not stated) | 98 | 100 | 94 | 98 | 100 | 86 | 95 | 91 |
| CC(=O)N1N=C(c2ccc(C)cc2)CC1c1ccc(Oc2ccc(Br)cc2)cc1 (configuration not stated) | 78 | 73 | 100 | 67 | 71 | 39 | 80 | 75 |
| CC(=O)Nc1nc(N)nc(NC(C)=O)c1N=O | 106 | 97 | 104 | 131 | 114 | 93 | 106 | x |
| CC1(C)CC[C@]23CC[C@]4(C)[C@H](CC[C@@H]5[C@@]6(C)CCNCC(C)(C)[C@@H]6CC[C@]54C)[C@H]2[C@H]1OC3 | 90 | 104 | 106 | 107 | 108 | 99 | 101 | 94 |
| COc1ccc(-c2nn(-c3cccc(Cl)c3)cc2C=C2C(=O)NC(=O)NC2=O)cc1 | 102 | 103 | 109 | 90 | x | 93 | 92 | 96 |
| COc1ccc(-c2nnc3sc(-c4ccccc4-c4nc5ccccc5s4)nn23)cc1 | 91 | 78 | 79 | 79 | 105 | 84 | 95 | 82 |
| Cn1cc(-c2csc(-c3c[nH]c4ccc(Br)cc34)n2)c2cnccc21 | -87* | -69* | -99* | -78* | -84* | -96* | -90* | -97* |
| COc1ccc(/C=C/C(=O)c2cccc(OCC(=O)O)c2)cc1OC | 100 | 100 | 99 | 111 | 109 | 91 | 105 | 93 |
| C=CC[C@]12C[C@H](Cl)C[C@H]3O[C@H](COC31O)C2 | 102 | 105 | 109 | 108 | 101 | 77 | 107 | 92 |
| COc1cc2c(cc1OC)C1=NN(C(=O)Nc3ccc(Br)cc3)C(c3ccncc3)C1C2 (configuration not stated) | 103 | 104 | 102 | 108 | x | 88 | 103 | 92 |
| COc1ccc(-c2nnc(CSc3nc(-c4ccc(Cl)cc4)c(C#N)c(=O)[nH]3)o2)cc1 | 94 | 101 | 106 | 102 | 82 | 86 | 88 | 102 |
| COc1ccc(C(Cc2ccccc2)NCCCCO)cc1 (configuration not stated) | 100 | 96 | 105 | 99 | 84 | 77 | 84 | 94 |
| Cn1c2ncccc2c2c3c(c4c5ccccc5ccc4c21)C(=O)NC3=O | 92 | 95 | 85 | 94 | 153 | 77 | 108 | 89 |
| O=C(/C=C/c1ccc(-c2ccccc2)cc1)c1ccccc1 | 108&94 | 100&103 | 116&100 | 99&98 | 72&77 | 93&93 | 81&97 | 99&98 |

Gathered by group: the entries above containing fluorine (3)
| Structure | SN12C | NCI/ADR-RES | ACHN | IGROV1 | TK-10 | UO-31 | 786-0 | CAKI-1 |
| --- | --- | --- | --- | --- | --- | --- | --- | --- |
| COc1ccc2nc(-c3nc(-c4ccccc4F)n4ccccc34)[nH]c2c1 | 93 | 76 | 92 | 95 | 111 | 74 | 105 | 78 |
| O=C(c1ccc(OCCN2CCCCC2)cc1)c1c(-c2ccc(OS(=O)(=O)c3ccc(C(F)(F)F)cc3)cc2)sc2cc(OS(=O)(=O)c3ccc(C(F)(F)F)cc3)ccc12 | 89 | 103 | 104 | 92 | 92 | 68 | 80 | 88 |
| CN(C)c1ccc(/C=C/c2c(F)cccc2Cl)cn1 | 75&87 | 90&81 | 75&78 | 39&42 | 116&106 | 40&54 | 91&105 | 79 |

More results
| Structure | SN12C | NCI/ADR-RES | ACHN | IGROV1 | TK-10 | UO-31 | 786-0 | CAKI-1 |
| --- | --- | --- | --- | --- | --- | --- | --- | --- |
| O=C(N/N=C\c1ccc(F)cc1)c1ccc2nc(-c3ccc([N+](=O)[O-])cc3)[nH]c2c1 | 103 | 107 | 103 | 101 | 103 | 82 | 95 | 89 |
| O=C(/C=C/c1ccccc1)Nc1ncc(Cc2ccccc2)s1 | 32 | 2.7* | 26 | 26 | 35 | 30 | 25 | 28 |
| CC(=O)N(C)N=Nc1ccc(C)cc1 | 100 | 99 | 108 | 152 | 93 | 82 | 100 | 99 |
| CNS(=O)(=O)Oc1ccc(NC(=O)C23CC4CC(CC(C4)C2)C3)cc1 | 104 | 105 | 96 | 119 | 106 | 100 | 106 | 100 |
| Cc1cc(N2CCN(C)CC2)nc(NC2CCCC(Nc3ccnc4cc(Cl)ccc34)C2)n1 (configuration not stated) | -21* | 19 | -89* | 11 | -76* | -100* | -60* | x |
| COc1ccc(Cl)c(C(=O)O)c1 | 108 | 113 | 111 | 98 | 80 | 83 | 106 | 100 |
| Cc1cc(N=C2C=CC(=O)C=C2)ccc1O | 101 | 110 | 100 | 113 | 90 | 72 | 106 | 105 |
| COC(=O)C1(C(=O)Nc2ccc([N+](=O)[O-])cc2)CCCO1 (configuration not stated) | 104 | 109 | 99 | 115 | 105 | 96 | 103 | 102 |
| CC(=O)c1nc2ccccc2n1CCN=C(N)N | 95 | 93 | 95 | 100 | 126 | 73 | 114 | 107 |
| COCC(O)CN1CCN(Cc2ccc(OC)cc2)CC1 (configuration not stated) | 108 | 97 | 108 | 103 | 112 | 79 | 110 | 114 |
| COc1cc(NC(=O)CSc2nc3ccccc3c(=O)n2Cc2ccccc2)cc(OC)c1OC | 94 | 98 | 98 | 97 | 96 | 77 | 98 | 88 |
| CCN(C(=O)CCl)c1ccccc1 | 111 | 94 | 111 | 104 | 109 | 89 | 103 | 99 |
| O=C(/C=C/c1ccccc1O)c1ccccc1 | 91&101 | 103&111 | 96&116 | 94&117 | 100&103 | 91&96 | 90&102 | 93&101 |
| COc1ccc2c(c1)/C(=C/c1cc(OC)c(OC)c(OC)c1)C(=O)N2C | 25 | 2.5* | 27 | 0.7* | 22 | 17 | 29 | -8.6* |
| OCC1CSC(=S)N1Cc1ccccc1 (configuration not stated) | 109 | x | 114 | 123 | 117 | 97 | x | 98 |

A draw from above in order of number of heavy atoms, rising:
| Structure | SN12C | NCI/ADR-RES | ACHN | IGROV1 | TK-10 | UO-31 | 786-0 | CAKI-1 |
| --- | --- | --- | --- | --- | --- | --- | --- | --- |
| CC(=O)N(C)N=Nc1ccc(C)cc1 | 100 | 99 | 108 | 152 | 93 | 82 | 100 | 99 |
| Cc1cc(N=C2C=CC(=O)C=C2)ccc1O | 101 | 110 | 100 | 113 | 90 | 72 | 106 | 105 |
| COC(=O)C1(C(=O)Nc2ccc([N+](=O)[O-])cc2)CCCO1 (configuration not stated) | 104 | 109 | 99 | 115 | 105 | 96 | 103 | 102 |

High-throughput results from PubChem.
